From PubChem BioAssay
C1s inh: human complement C1s inhibition; P09871; purified C1s, fluorogenic AMC substrate, pooled mixtures; mean inhibition % of two 10-compound mixtures (stronger effect = higher value), % at 5 µM (by protocol); hit rate 0.16% among 62,000;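 active means inhibition above 20% in each of the two 10-compound mixture wells holding the compound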;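 further: 0% = enzyme wells lacking compound mixture and 100% = no-enzyme blank wells; some compounds called inactive have numbers as strong as hits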
FXIIa mix inh: factor XIIa (human) inhibition, mixture screen | purified FXIIa, fluorogenic substrate, pooled mixtures | AID 684 | inhibition, % at 5 µM | hit rate 0.2% among 62,000;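 further: 0% = enzyme without compound and 100% = no enzyme blank; some results filed as inactive read as strong as hits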
Cdc25B block: inhibitors of human Cdc25B phosphatase; P30305; recombinant Cdc25B, OMFP fluorescence Ex485/Em525; inhibition, %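 (compounds tested at 10 µM final in the well)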; hit rate 0.1% among 65,000; AID 368; in the data active means inhibition above about 50%
Target sequence (P30305 whole entry, looked up): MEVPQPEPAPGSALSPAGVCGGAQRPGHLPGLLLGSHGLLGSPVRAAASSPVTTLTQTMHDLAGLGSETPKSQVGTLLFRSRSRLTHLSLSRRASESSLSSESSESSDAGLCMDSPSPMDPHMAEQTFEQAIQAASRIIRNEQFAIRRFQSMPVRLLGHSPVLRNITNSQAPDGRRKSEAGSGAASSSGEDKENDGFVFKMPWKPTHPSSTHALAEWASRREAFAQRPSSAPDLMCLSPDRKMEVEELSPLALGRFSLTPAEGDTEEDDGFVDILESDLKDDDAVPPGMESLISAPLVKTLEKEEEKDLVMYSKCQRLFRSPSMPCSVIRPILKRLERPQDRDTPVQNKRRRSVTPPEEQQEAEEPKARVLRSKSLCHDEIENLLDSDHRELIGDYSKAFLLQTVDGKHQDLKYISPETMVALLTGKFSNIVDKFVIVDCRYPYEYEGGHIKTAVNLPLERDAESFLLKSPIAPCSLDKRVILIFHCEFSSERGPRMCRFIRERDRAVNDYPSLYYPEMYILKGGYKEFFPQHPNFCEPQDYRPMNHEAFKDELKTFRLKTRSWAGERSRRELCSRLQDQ
FXIa inh mix: factor XIa (human) inhibition, mixture screen; P03951; purified FXIa, fluorogenic substrate, pooled mixtures; inhibition, % at 5 µM; hit rate 0.19% among 62,000;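 further: each value is inhibition by a whole ten-compound pool holding the compound; 0% = enzyme with no mixture and 100% = wells lacking enzyme; strong numbers were not always called active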
CatL block: inhibitors of human cathepsin L. P07711. purified cathepsin L, fluorogenic substrate, fluorescence. inhibition, %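 (tested at 10 µM)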. hit rate 0.17% among 58,000. AID 460; in the data active means inhibition above about 45%;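 further: 0% = enzyme with no compound and 100% = no enzyme blank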
Cathepsin G inh: inhibitors of human cathepsin G. inhibition, % at 5 µM (by protocol). hit rate 0.2% among 62,000. P08311. AID 581. purified enzyme, AMC-tetrapeptide fluorescence, pooled mixtures;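 active means inhibition above 20% in each of the two mixture wells holding the compound; inactive means inhibition of 20% or less in either well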;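 further: 0% = enzyme control without mixture and 100% = blank lacking enzyme; strong numbers were not always called active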
DUSP1 inh: inhibitors of human MKP-1 phosphatase | recombinant MKP-1, OMFP hydrolysis fluorescence | P28562 | hit rate 0.15% among 65,000 | inhibition, %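 (compounds tested at a single concentration somewhere between 10 and 100 µM)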;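 active means inhibition above about 50%, limit read from the data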;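 further: 0% = DMSO max control wells and 100% = wells with enzyme stopped by NaOH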
Target sequence (P28562 whole entry, looked up): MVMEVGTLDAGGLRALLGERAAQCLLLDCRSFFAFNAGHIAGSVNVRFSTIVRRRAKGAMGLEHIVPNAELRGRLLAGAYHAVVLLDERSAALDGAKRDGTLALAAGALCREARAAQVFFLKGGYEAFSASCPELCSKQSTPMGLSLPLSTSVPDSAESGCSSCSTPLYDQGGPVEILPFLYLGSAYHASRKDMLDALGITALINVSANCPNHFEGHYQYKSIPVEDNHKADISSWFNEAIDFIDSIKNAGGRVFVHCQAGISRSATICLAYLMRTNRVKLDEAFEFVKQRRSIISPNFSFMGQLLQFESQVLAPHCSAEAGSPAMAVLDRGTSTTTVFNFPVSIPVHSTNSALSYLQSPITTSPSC
5HT1a ag: agonists of human 5-HT1a serotonin receptor. activation, % at 10 µM. CHO 5-HT1a Ga15 NFAT-bla reporter, FRET ratio; 0% basal, 100% maximal reference agonist. hit rate 0.56% among 65,000. P08908;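 active means activation above the screen-wide mean activation plus 3 SD, cut at about 19% in these data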;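 further: 0% = DMSO wells and 100% = 5-CT at EC100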
Hsp90 block: displaces geldanamycin probe from tumor Hsp90. inhibition, % at 30 µM. hit rate 0.35% among 64,000. P07900. NCI-N417 lysate Hsp90, Cy3B-geldanamycin FP displacement. AID 429;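 active means inhibition above 50%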;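 further: 0% = tracer plus lysate wells and 100% = tracer alone without lysate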
* marks the source's active call; other numbers are inactive results; . = not tested or not shown. Unless noted, no stated cut-off is given here; in the data, active means inhibition above about 20% (passing the limit was not always enough); inactive means the rest.

SMILES	C1s inh	FXIIa mix inh	Cdc25B block	FXIa inh mix	CatL block	Cathepsin G inh	DUSP1 inh	5HT1a ag	Hsp90 block
C=CCN(C(=O)CCC(=O)O)C1CC(=O)N(c2ccc(OC)cc2)C1=O (configuration not stated)	-17	3	11	6	6	-4	-12	1.2	4
COc1ccc(Cc2nnc(SCC(=O)c3ccc(OC)cc3)o2)cc1	18	5	8	11	.	9	12	-4.1	-3
CCOC(=O)c1c(C)[nH]c(C=Nc2ccccc2)c1O	-14	4	-3	4	2	2	4	1.4	-5
Cc1nnc(SC(C)C(=O)Nc2ccc(S(=O)(=O)N3CCCCCC3)cc2)s1 (configuration not stated)	15	-20	-9	3	29	9	-9	3.4	2
Cn1c(=O)oc2cc(S(=O)(=O)N3CCCC(C(=O)NCc4ccc5c(c4)OCO5)C3)ccc21 (configuration not stated)	16	-2	-8	5	13	14	0	-1.4	-4
CC(c1ccccc1)n1cnc2ccccc21 (configuration not stated)	13	3	-3	3	10	4	1	1.1	-3
COCCn1nnnc1SCC(=O)c1ccccc1	-30	9	-5	6	18	2	8	-2.2	2
CC(C)Oc1cccc(C(=O)Nc2ccc(CN3CCOCC3)cc2)c1	-1	-4	-8	9	3	13	4	-1.3	2
COC(=O)C(O)(CC(=O)Nc1ccc(Cl)cc1F)C(F)(F)F (configuration not stated)	-6	12	-5	5	-1	-2	3	-2.4	4
Cc1cnc(NC(=O)CSc2nnc(COc3c(C)cccc3C)o2)s1	3	-12	-27	6	11	0	-7	-4.3	0
O=C(Nc1ccc2c(c1)OCCO2)c1cccnc1	12	-16	0	9	2	7	-9	0.3	-1
COc1ccccc1N1CCN(C(=O)c2cc3c(-c4ccc(Cl)cc4)nn(C)c3s2)CC1	-41	-3	2	-4	.	3	20	-1.2	-1
CCC(C)[C@H](NC(=O)NCc1ccc(Cl)cc1)C(=O)OC (some centres not stated)	-19	7	-9	-7	2	8	-27	-1.1	-1
CC(C(=O)Nc1ccc2c(c1)OCO2)N(c1ccc(Cl)cc1)S(C)(=O)=O (configuration not stated)	-25	7	-2	2	-2	-13	-6	-1.1	0
S=c1[nH]nc(-c2ccco2)n1Cc1ccccc1	.	.	-15	.	5	.	-23	1.2	0
COc1ccccc1N1CCN(C(=O)CCc2ccc(S(=O)(=O)NC(C)C)cc2)CC1	-30	0	-10	5	-6	-2	1	2.0	.
N#CC1=C(N)C(C#N)(C#N)[C@H](c2ccncc2)[C@H]2CN(C(=O)OCc3ccccc3)CC=C12	13	-5	-1	8	37	6	-28	3.3	-11
CC(C)OC(=O)c1ccc(OC(=O)c2cccnc2)cc1	-2	0	-1	0	-6	9	-6	-0.1	5
CCc1c(C)nc2cc(-c3cc(OC)cc(OC)c3)nn2c1N1CCCC1	13	9	-15	4	-4	10	39	-0.4	-1
COc1cc2nc(SCc3c(C)noc3C)n(CCC3=CCCCC3)c(=O)c2cc1OC	7	3	-4	7	1	-3	33	1.9	2
N#Cc1ccc(-c2cccnc2)nc1SCC(=O)Nc1sc2c(c1C#N)CCC2	.	.	25	.	9	.	-25	1.9	-2
CCOC(=O)CN1C(=O)c2ccccc2C1=O	.	.	1	.	.	.	5	2.4	-1
COc1ccc(NC(=O)N2CCCCC2)cc1	16	4	-6	0	3	8	-1	-1.1	2
CCCC(OC(=O)CC1Sc2ccccc2NC1=O)C(=O)NCc1ccco1 (configuration not stated)	-1	3	4	3	4	8	29	-2.2	1
CCCCC(=O)Nc1ccccc1C#N	18	2	-8	7	-2	11	31	9.0	-6
CCOC(=O)CSc1nc2sc3c(c2c(=O)[nH]1)CC(C)(C)OC3	.	.	0	.	5	.	-16	4.4	-3
COc1cccc(C(=O)Nc2nnc(-c3ccc(Cl)cc3)o2)c1	5	-17	-5	7	-16	0	9	-1.3	-2
CCOC(=O)Cn1c(=O)oc2cc(S(=O)(=O)N(CCN(C)C)Cc3ccccc3)ccc21	-7	-2	-6	-1	-10	8	6	-4.3	-2
[O-]/[N+](=C\c1ccncc1)c1ccc(Br)cc1	8	3	-21	7	5	-2	57*	.	.
COc1cc(Nc2cc(C)nc3ncnn23)cc(OC)c1OC	8	10	-1	6	-7	7	2	-1.0	-1
O=C(CN1CCCCC1)Nc1ccc(S(=O)(=O)N2CCCCCC2)cc1	13	6	7	39	6	26	-21	-2.4	-2
Nn1c(SCC(=O)Nc2ccc3c(c2)OCCO3)nnc1C(F)(F)F	2	-7	2	15	6	10	-1	-1.6	4
CCOC(=O)CNS(=O)(=O)c1c(C)noc1C	-12	10	-4	-4	6	1	0	-1.1	3
Cc1c(NC(=O)c2ccc(Cl)c(S(=O)(=O)N3CCOCC3)c2)c(=O)n(-c2ccccc2)n1C	2	3	-10	2	4	-2	12	-0.4	2
COc1ccc(C2C=C(c3cccs3)Nc3nc(CCCO)nn32)cc1 (configuration not stated)	-62	5	10	8	-100	-8	24	-5.2	-6
CCn1c(SCC(=O)Nc2cc(NC(C)=O)ccc2OC)nnc1-c1cccnc1	-80	7	-6	-38	-2	-23	8	-0.5	-2
COC(=O)C1=C(C)NC2=C(C(=O)CCC2)C1c1ccccn1 (configuration not stated)	-3	8	-5	5	-16	2	11	-1.7	3
Cc1c(C(=O)OC2CCCC2)[nH]c2c1C(=O)CC(c1ccco1)C2 (configuration not stated)	-7	9	-3	6	.	-3	5	0.2	1
Cc1ccc(C(=O)Cn2c(C)cc(C)c(C#N)c2=O)cc1	2	-14	6	0	-8	11	1	1.7	-8
C=CCNC(=O)COc1ccc(S(=O)(=O)NC2CCCCC2)cc1	16	9	4	8	-9	9	10	-0.4	-1
CSc1ccccc1NC(=O)C1CC(c2ccccc2O)=NO1 (configuration not stated)	8	6	-6	2	11	5	6	0.3	3
COc1ccc(NC(=O)CN2CCN(S(=O)(=O)c3ccc(F)cc3)CC2)cc1Cl	1	-26	-12	-9	20	11	-3	-0.3	-2
O=C(Nc1nc2ccccc2[nH]1)c1ccc(F)cc1	1	-2	-5	3	15	-1	14	-1.8	3
COc1cccc(/C(O)=C2/C(=O)C(=O)N(Cc3ccco3)C2c2ccncc2)c1 (configuration not stated)	13	9	-8	7	3	9	5	-1.3	-5
CCCS(=O)(=O)N1CCn2c(nc3ccccc32)C1	16	6	-11	3	-3	9	5	-2.5	-5
CCCCOc1ccc(C(=O)Nc2ccc(N3CCN(C(C)=O)CC3)cc2)cc1	-2	-2	7	1	-4	-2	4	-0.3	5
COc1ccc(-c2nc(C#N)c(N3CCN(c4cccc(Cl)c4)CC3)o2)cc1OC	-6	7	-3	1	13	-2	-11	-2.1	-2
CC1(C)N=C(c2ccc(Cl)cc2Cl)C(=O)N1	-3	-1	-13	9	-1	7	-9	-0.6	2
CC(=O)NC(c1ccco1)c1ccc2cccnc2c1O (configuration not stated)	-3	0	-1	-1	-5	2	-10	-0.9	-2
Cc1nc2c(oc3ccccc32)c(=O)o1	3	16	0	13	.	-2	1	-1.0	-5
CCOC(=O)c1[nH]c(C)c(C(=O)Nc2ccc3c(c2)OCCO3)c1C	14	-1	-10	1	10	10	7	-1.7	0
CCOC(=O)N1CCC(N(CCOC)C(=O)Nc2ccc(CC)cc2)CC1	1	-4	-13	4	-6	-3	8	-1.3	-1
Cc1ccc(-n2c(C)nc3c(cnn3-c3ccc(F)cc3)c2=O)cc1	-38	9	7	5	.	-6	5	0.9	-5
COC(=O)c1ccccc1NC(=O)c1noc2c1CCCC2	-31	-3	-8	2	8	1	7	-0.8	-1
COCCCn1cnc2c(c1=O)c1nc3ccccc3nc1n2-c1ccccc1	-2	5	12	2	-13	-5	36	-0.6	-6
Cc1ccnc(SCC(=O)Nc2sc3c(c2C#N)CCCC3)n1	3	-18	3	3	8	0	3	1.6	-6
CCCCOc1ccc(/C(O)=C2/C(=O)C(=O)N(CCCOC)C2c2ccncc2)cc1C (configuration not stated)	9	1	4	4	-14	7	22	3.9	3
CCOC(=O)CSc1nc(C)c2cc(OC)ccc2n1	-11	-15	-4	8	-20	-1	-1	-2.4	-3
CCCCn1c(SCC(N)=O)nnc1-c1ccco1	-5	-17	6	4	-6	-4	20	-5.7	0
COC(=O)c1ccc(NC(=O)CN(c2ccc(OC)cc2)S(C)(=O)=O)cc1	13	2	-11	4	8	6	-3	1.3	-5

Other records.
SMILES	C1s inh	FXIIa mix inh	Cdc25B block	FXIa inh mix	CatL block	Cathepsin G inh	DUSP1 inh	5HT1a ag	Hsp90 block
O=C(CN1CCOCC1)Nc1ccc(-c2nc3ccccc3[nH]2)cc1	0	7	-4	37	-5	49	-2	-3.9	1
O=C(NCc1ccccn1)C(C(=O)c1ccc(F)cc1)n1ccccc1=O (configuration not stated)	12	9	-27	7	-5	3	-15	-2.7	-6
COc1cc(C(=O)Nc2ccccn2)cc(OC)c1OC	.	.	7	.	1	.	-26	-1.8	-2
Cc1ccc(NC(=O)CS(=O)(=O)c2cn(C)c3ccccc23)c(C)c1	12	12	2	9	0	10	17	-0.6	-2
CCOC(=O)Cc1csc(NC(=O)CCc2ccc(S(=O)(=O)N3CCOCC3)cc2)n1	11	-16	7	3	-2	8	0	-2.4	-1
COc1ccc(N2CCN(c3oc(COc4ccccc4Cl)nc3C#N)CC2)cc1	-5	3	-4	1	1	10	-1	-3.7	-1
Fc1ccccc1Cn1nnc2c(-n3ccnc3)ncnc21	-8	-4	2	4	4	-7	-4	-0.9	0
Cc1cc(Cl)ccc1OCC(=O)NCCC(=O)O	1	3	-1	10	.	-3	5	-3.1	-1
O=C(CSc1nnc2scc(-c3ccccc3)n12)NCc1ccc2c(c1)OCO2	3	8	6	5	9	1	0	3.0	5
Nc1nnc(SCC(=O)c2ccccc2)s1	-2	15	0	-7	8	12	-6	-2.3	-1
CC1=CC2=C(OC1N(C)C)c1cccc3cccc(c13)C2=O (configuration not stated)	-2	-15	-9	3	-4	-3	0	-6.2	0
COc1cc(C(=O)Nc2nc(N)n(-c3ccccc3)n2)cc(OC)c1OC	.	.	7	.	.	.	19	-0.1	8
COc1cc2c(cc1NC(C)=O)CCCC2	13	8	-6	7	.	9	2	.	.
CCCC1C(c2ccccc2)C(C#N)(C#N)C2(C#N)CC1(N)NC2=O (configuration not stated)	13	1	2	7	12	11	-9	-1.4	-5
CCOCCCNC(=O)c1ccc(OC(C)=O)cc1	12	-1	-4	1	9	9	1	-0.9	-1
Clc1ccc(NCc2nncn2-c2ccccc2)cc1	5	4	15	4	1	5	-4	-1.1	0
CCOc1ccc(-c2nnn(CC(=O)c3ccc4c(c3)OCCO4)n2)cc1	13	1	13	9	17	9	-13	1.7	0
O=C(Nc1nc2ccccc2n1CCOc1ccc(Cl)cc1)c1ccco1	13	-29	-7	9	-21	11	0	-0.4	-2
CC1CCN(c2nc3ccccc3nc2C(C#N)C(=O)OC2CCCCC2)CC1 (configuration not stated)	13	0	4	6	8	12	0	-3.0	-12
CC(C(=O)NC1=NCCS1)N1C(=O)c2ccccc2C1=O (configuration not stated)	12	1	1	5	2	7	-2	-3.9	1
CCCN(CCC)C(C(=O)Nc1cccc(OC)c1)c1ccccc1 (configuration not stated)	-28	5	-20	11	3	-1	6	-2.0	.

An excerpt of the results above, for reference:
SMILES	C1s inh	FXIIa mix inh	Cdc25B block	FXIa inh mix	CatL block	Cathepsin G inh	DUSP1 inh	5HT1a ag	Hsp90 block
CCCC1C(c2ccccc2)C(C#N)(C#N)C2(C#N)CC1(N)NC2=O (configuration not stated)	13	1	2	7	12	11	-9	-1.4	-5
CCOCCCNC(=O)c1ccc(OC(C)=O)cc1	12	-1	-4	1	9	9	1	-0.9	-1
Clc1ccc(NCc2nncn2-c2ccccc2)cc1	5	4	15	4	1	5	-4	-1.1	0
CCOc1ccc(-c2nnn(CC(=O)c3ccc4c(c3)OCCO4)n2)cc1	13	1	13	9	17	9	-13	1.7	0
O=C(Nc1nc2ccccc2n1CCOc1ccc(Cl)cc1)c1ccco1	13	-29	-7	9	-21	11	0	-0.4	-2
